# PKA-R2B act – activators of PKA-R2B holoenzyme, primary screen, biochemical, fluorescence polarization, Cy5-IP20, human | cAMP-dependent protein kinase catalytic subunit beta (Homo sapiens) + cAMP-dependent … | PKA-R2B holoenzyme dissociation; R2B truncated from residue 108, S112A mutant; 0% DMSO only, 100% 113 µM cGMP | activation, % at 11.4 µM | actives 0.079% (n = 340,000);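 active = activation above a cutoff set at the mean over all compounds plus 3 SD, cut at about 18% in these data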;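 also: higher means more holoenzyme dissociation and a rise in polarization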
# Target sequence (P31323 whole entry, looked up, other chains not shown, the tested form may be a part): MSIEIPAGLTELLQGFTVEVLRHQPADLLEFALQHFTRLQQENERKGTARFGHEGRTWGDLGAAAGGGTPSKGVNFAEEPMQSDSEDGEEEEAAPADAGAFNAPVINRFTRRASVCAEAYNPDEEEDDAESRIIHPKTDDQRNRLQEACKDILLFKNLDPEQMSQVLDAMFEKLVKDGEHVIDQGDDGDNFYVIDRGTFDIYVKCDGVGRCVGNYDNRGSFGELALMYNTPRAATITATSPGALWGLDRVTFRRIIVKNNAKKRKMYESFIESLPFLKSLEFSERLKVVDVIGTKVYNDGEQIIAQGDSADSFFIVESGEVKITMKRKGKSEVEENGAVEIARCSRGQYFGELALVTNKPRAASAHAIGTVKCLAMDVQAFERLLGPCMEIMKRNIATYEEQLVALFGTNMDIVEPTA
# Pemphigus Ab inh – inhibitors of pemphigus antibody binding to DSG3, primary screen, biochemical, bead-based, flow cytometry, scFv-GFP; actives 0.48% (n = 310,000); AID 588358, 2011; DSG3-coupled beads, scFv-anti-DSG3-GFP binding; active compounds read low; Desmoglein-3 (Homo sapiens), P32926; binding (percent of control), % at 10 µM;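 active = binding more than 3 SD below its plate's average and above zero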;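 also: hits lower antibody fragment binding to DSG3; some compounds called inactive have numbers as strong as hits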
# HTR5A ag – HTR5A agonists in luminescence cell assay, primary screen, counter-screen for OPRM1-OPRD1 heterodimer agonist project, full-deck HTS; activation, % at 9.3 µM; 5-hydroxytryptamine receptor 5A (Homo sapiens), P47898; cell-based; actives 0.61% (n = 340,000); in the data active = activation mostly above about 9.5%, no sharp cut-off; inactive = mostly below about 7.6%;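 also: 0% = cells with vehicle only and 100% = reference agonist; strong numbers were not always called active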
# Target sequence (P47898 whole entry, looked up): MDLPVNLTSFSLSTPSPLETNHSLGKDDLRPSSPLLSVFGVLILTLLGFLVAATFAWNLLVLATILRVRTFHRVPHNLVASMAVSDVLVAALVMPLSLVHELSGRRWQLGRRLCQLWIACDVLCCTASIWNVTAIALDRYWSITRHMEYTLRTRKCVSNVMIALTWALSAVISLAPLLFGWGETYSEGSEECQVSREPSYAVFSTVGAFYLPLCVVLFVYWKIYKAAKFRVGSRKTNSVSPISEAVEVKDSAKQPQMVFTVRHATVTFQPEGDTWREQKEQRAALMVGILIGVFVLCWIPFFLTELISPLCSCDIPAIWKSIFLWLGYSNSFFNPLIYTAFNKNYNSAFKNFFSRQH
# OPRM1-OPRD1 inv – inverse agonists of MOR-DOR heterodimerization, primary screen, cell-based, luminescence. Mu-type opioid receptor (Homo sapiens) + Delta-type opioid receptor (Homo sapiens), …. cell-based MOR-DOR heterodimer luminescence, inverse agonism. inhibition, % at 9.3 µM. actives 0.21% (n = 340,000); in the data active = inhibition above about 22%, passing the limit was not always enough;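 also: 0% = cells with DMSO and 100% = wells without cells with DMSO; values of inactives mirror those of a sister screen read the other way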
# OPRM1-OPRD1 ag – agonists of OPRM1-OPRD1 heterodimerization, primary screen, cell-based, luminescence; activation, % at 9.3 µM; actives 0.3% (n = 340,000); AID 504326, 2011; cells; in the data active = activation above about 18%;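 also: 0% = vehicle-treated cells and 100% = reference agonist; values of inactives mirror those of a sister screen read the other way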
# V-ATPase pHluor – regulators of yeast V-ATPase proton pumping, primary screen, pHLuorin cytosolic pH fluorescence; actives 0.37% (n = 350,000); S. cerevisiae; AID 504577, 2011; response, % at 10 µM; in the data active = response mostly above about 7.3%, no sharp cut-off; inactive = mostly below about 5.4%; also: actives read high; inactives centre near 0; some compounds called inactive have numbers as strong as hits; reference of the scale not given here
# HTR5A inv ag – HTR5A inverse agonists in luminescence cell assay, primary screen, counter-screen for OPRM1-OPRD1 heterodimer inverse agonist project, full-deck HTS | HTR5A cell line, inverse agonism | inhibition, % at 9.3 µM | actives 0.083% (n = 340,000) | AID 504634, 2011; in the data active = inhibition mostly above about 23%, no sharp cut-off; inactive = mostly below about 18%;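 also: 0% = cells with DMSO and 100% = no-cell wells with DMSO; some compounds called inactive have numbers as strong as hits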
# DAGLB inh – DAGLB lipase inhibitors, primary screen, biochemical, fluorescence, HTS | Diacylglycerol lipase-beta (Homo sapiens), Q8NCG7 | HEK293T DAGLB membrane lysate, EnzChek fluorogenic substrate | inhibition, % at 5.17 µM | actives 0.059% (n = 340,000) | AID 504411, 2011; in the data active = inhibition above about 34%;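 also: 0% = enzyme with vehicle and 100% = wells lacking enzyme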
# Arrestin-AP2 inh – inhibitors of beta-arrestin/AP2 binding, primary screen, biochemical, GPCR trafficking, flow cytometry; actives 0.31% (n = 340,000); FITC-arrestin peptide / GST-AP2 beads; AP2 beta2 appendage carries R879A mutation; inhibition, % at 10 µM;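 active = inhibition above a set limit, near 3 SD of compounds lacking own fluorescence, cut at about 54% in these data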;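 also: plate controls were DMSO wells for no effect and 5 µM unlabelled arrestin peptide for full effect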
#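 System: GST-AP2 R879A glutathione beads. Medium: PBS with 0.05% Tween 20 and 0.1% BSA. Also added: FITC-arrestin peptide, 50 nM. Incubation: 12 min plus 1 h, RT. Measured by: high-throughput flow cytometry of beads, ex 488, em 535 nm. Evaluation: percent drop in bead-associated FITC signal.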
# PKA-R1A act – activators of PKA-R1A holoenzyme, primary screen, biochemical, fluorescence polarization, Cy5-IP20, bovine R1A, mouse PKAc; PKA-R1A dissociation; scaled: DMSO 0%, 113 µM cGMP 100%; activation, % at 11.4 µM; actives 0.083% (n = 340,000);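 active = percent activation above the mean of all tested compounds plus 3 SD, cut at about 19% in these data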;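 also: higher means more PKAc released from R1A so a rise in polarization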
# Active calls of the source: *; / = not tested or not shown.
cpd | Structure | PKA-R2B act | Pemphigus Ab inh | HTR5A ag | OPRM1-OPRD1 inv | OPRM1-OPRD1 ag | V-ATPase pHluor | HTR5A inv ag | DAGLB inh | Arrestin-AP2 inh | PKA-R1A act
1 | CC(=O)C12CCCCC1CC1C3CC(C)C4(O)CC(=O)CCC4(C)C3CCC12C (stereo not drawn) | -7 | 84 | 2 | -5 | 1.0 | -2 | -6 | -2 | -4 | -5
2 | Cc1cc(C)n(Cc2ccc(C(=O)Nc3cccc(Br)c3)o2)n1 | -1 | 118 | 2 | -3 | 0.6 | 5 | -5 | -2 | 35 | 17
3 | CC(OC(=O)CCCN=C1NS(=O)(=O)c2ccccc21)C(=O)NC1CCCCC1C (stereo not drawn) | 0 | / | 1 | 14 | -2.6 | 0 | -5 | -1 | -14 | -9
4 | COc1ccc(N=C2SCC(=O)N2C)cc1 | 0 | 103 | / | / | / | 2 | / | 1 | / | -6
5 | Cc1cc2c(c(SCC(=O)Nc3ccc(C)c(C)c3)n1)C(=O)OC2 | -3 | 98 | 4 | 6 | -1.3 | 6 | -12 | -3 | -2 | 3
6 | COc1ccc(C2=NN(CN3C(=O)C(=O)c4ccccc43)C(c3ccc(C)cc3)C2)cc1 (stereo not drawn) | -9 | / | -2 | 47* | -9.3 | -7 | 7 | -15 | 11 | -4
7 | Cc1ccc(C)c(NC(=O)CN(C)C(=O)c2sccc2C)c1 | -13 | 100 | -11 | 13 | -2.4 | 0 | 27 | 1 | 5 | -2
8 | O=c1[nH]c2cc(Br)cnc2nc1/C=C(\O)c1ccc(F)cc1 | -6 | 120 | 2 | 8 | -1.4 | / | 18 | 1 | 13 | 7
9 | COc1ccc(/C=C(\C#N)c2nc3ccc(C)cc3[nH]2)cc1Oc1ccc(C(F)(F)F)cc1[N+](=O)[O-] | 3 | 117 | 3 | 7 | -1.4 | -1 | -54 | -3 | 4 | 4
10 | COc1cc(NC(=O)c2ccc3c(c2)OCO3)ccc1NC(=O)c1cccs1 | -8 | 122 | -4 | -13 | 2.5 | -2 | -9 | -1 | -15 | -17
11 | O=C1CC(c2ccsc2)c2ccc3ccccc3c2N1 (stereo not drawn) | -3 | 100 | -3 | 12 | -2.4 | 3 | 19 | 1 | -2 | -2
12 | O=S(=O)(c1cccs1)N1CCC2(CC1)OCCO2 | -3 | 104 | -1 | -1 | 0.1 | -1 | -10 | 2 | 22 | -8
13 | COc1ccc(N2CCN(C(c3ccc4ncccc4c3)c3nnnn3C(C)C)CC2)cc1 (stereo not drawn) | -18 | 92 | 9 | 11 | -2.1 | -1 | -25 | 1 | -21 | -16
14 | CCOc1cc(C)c(S(=O)(=O)NC2CC(C)(C)NC(C)(C)C2)cc1C | -4 | 126 | 5 | 9 | -1.8 | 3 | -13 | 2 | 23 | -11
15 | CC(C)NC(=O)Nc1cccc2c1O[C@H](CN(C)C(=O)NC(C)C)[C@@H](C)CN([C@H](C)CO)C2=O | 1 | 105 | -1 | 5 | -1.1 | 0 | 3 | 1 | 5 | -6
16 | COc1ccccc1/C=C/CN1CCN(Cc2ccc(F)cc2)C(CCO)C1 (stereo not drawn) | -6 | 100 | -5 | -14 | 2.9 | -5 | 13 | -1 | -5 | -3
17 | O=C(CNC(=S)N(Cc1ccccc1)Cc1cccs1)NCc1ccc(F)cc1 | -17 | 106 | 2 | -23 | 4.8 | 2 | -6 | -1 | 9 | -1
18 | Cc1ccc(O)c(NC(=O)C2CCCN2C(=O)OCc2ccccc2)c1 (stereo not drawn) | -7 | 103 | -1 | 14 | -2.9 | -3 | -10 | 0 | -6 | -9
19 | c1ccc(C2(Cn3ccc4ccccc43)OCCO2)cc1 | -7 | 100 | 6 | -31 | 5.9 | -4 | -33 | -8 | -7 | -9
20 | COc1ccccc1-n1ccnc(SCC(=O)NCc2ccccc2)c1=O | 4 | 105 | 3 | 17 | -3.6 | 1 | 5 | 1 | -4 | -10
21 | COc1ccc(/C=C/c2c([N+](=O)[O-])c(=O)n(C)c(=O)n2C)cc1 | 5 | / | -4 | 4 | -0.9 | -2 | 10 | 0 | 5 | -6
22 | COC(=O)C1=CN(c2ccc(OC)cc2)C=C(C(=O)OC)C1c1cc(OC)c(OC)cc1OC | -20 | 108 | -5 | 9 | -2.3 | 4 | 13 | -1 | 22 | 2
23 | Cc1sc2nc(CN3CCCC3)nc(N3CCN(S(=O)(=O)c4cccs4)CC3)c2c1C | 2 | 102 | 3 | 8 | -1.6 | -2 | -8 | 1 | 2 | -2
24 | Cc1ccc(C)c(N2CCN(C(=O)c3cccn4c(=O)c5sccc5nc34)CC2)c1 | -3 | 100 | 2 | 4 | -0.8 | -2 | -6 | 2 | -4 | -17
25 | CCc1ccc(-c2ccc(SCC(=O)Nc3nnc(C)s3)nn2)cc1 | 1 | 110 | 4 | -38 | 7.9 | -1 | 3 | 2 | 10 | 6
26 | CC(C)CCN1CC(C(=O)NCCC2=CCCCC2)CC1=O (stereo not drawn) | -10 | 100 | -3 | 5 | -0.9 | -5 | 9 | 1 | -10 | -5
27 | COc1ccccc1CNS(=O)(=O)c1cc2c3c(c1)C(C)C(=O)N3CCC2 (stereo not drawn) | 10 | / | 1 | 0 | 0.0 | 3 | -5 | 0 | 7 | -3
28 | CC(N=C1NS(=O)(=O)c2ccccc21)C(=O)Nc1ccc(F)cc1Cl (stereo not drawn) | 6 | / | 3 | 6 | -1.6 | -1 | -8 | 2 | -1 | -11
29 | COc1ccccc1N1CCN(C(=O)C2CCN(C(=O)c3cccc(Cl)c3)CC2)CC1 | 4 | 81 | 1 | 5 | -0.8 | -3 | -3 | 1 | 4 | 6
30 | CCOC(=O)C1=C(C)NC(C)=C(C(=O)OC)C1c1cccc(Cl)c1Cl (stereo not drawn) | -11 | / | 2 | -21 | 4.0 | 2 | -8 | 1 | -4 | -20
31 | CCCCOc1ccc(C2=NNC(=O)CC2)cc1 | 3 | 110 | 3 | 5 | -1.0 | -4 | 5 | 2 | / | -8
32 | NNC(=O)c1cc(-c2ccc(O)cc2)nc2ccc(Br)cc12 | -8 | 94 | 9 | -5 | 0.9 | 2 | 3 | 1 | -8 | -2
33 | COc1ccc(NC(=O)c2cc(-c3ccc4c(c3)OCO4)on2)cc1OC | 14 | 105 | -1 | 14 | -2.6 | -1 | 3 | -2 | 3 | -4
34 | O=C(NC(=S)Nc1ccc(NC(=O)c2cccs2)cc1)c1ccc([N+](=O)[O-])cc1 | -9 | 104 | -4 | -4 | 0.8 | 4 | 25 | 1 | -8 | -5
35 | Cc1[nH]c2c(C(=O)N3CCCC(CCC(=O)NCc4ccccc4F)C3)cccc2c1C (stereo not drawn) | -1 | 104 | -2 | 1 | -0.3 | -2 | 6 | 0 | -10 | -9
36 | COc1ccc(/C=C/C(=O)N2CCNC(=O)C2)c(OC)c1 | -9 | 101 | -1 | 15 | -3.2 | -3 | 3 | 3 | 29 | -18
37 | CCc1nnc(NS(=O)(=O)c2ccc(NC(=O)c3ccc(C#N)cc3)cc2)s1 | 11 | 114 | 5 | -6 | 1.1 | -6 | -15 | 2 | -5 | -3
38 | C/C(=N\O)C(=O)NCCN(C)C | -7 | / | 8 | 14 | -2.5 | -3 | -26 | -1 | -17 | 8
39 | Cc1cc(Sc2nc(N)ncc2[N+](=O)[O-])ncn1 | -5 | 95 | -1 | -8 | 1.1 | 0 | 2 | -2 | 9 | -4
40 | N#Cc1c(F)cccc1N1CCC(C#N)CC1 | 3 | 109 | 2 | 10 | -2.0 | -6 | 7 | -5 | 4 | -16
41 | CCOc1ccc(CC2S/C(=N/c3ccccn3)NC2=O)cc1 (stereo not drawn) | -12 | 86 | 12 | -14 | 2.2 | 0 | -31 | 1 | 0 | -11
42 | O=C(NC1CCCCC1)C1CCN(S(=O)(=O)c2cccc3cccnc23)CC1 | -9 | 106 | 2 | 6 | -1.2 | 2 | -5 | -1 | 0 | 2

# Another view of 4 compounds above:
36. COc1ccc(/C=C/C(=O)N2CCNC(=O)C2)c(OC)c1
- PKA-R2B act: -9
- Pemphigus Ab inh: 101
- HTR5A ag: -1
- OPRM1-OPRD1 inv: 15
- OPRM1-OPRD1 ag: -3.2
- V-ATPase pHluor: -3
- HTR5A inv ag: 3
- DAGLB inh: 3
- Arrestin-AP2 inh: 29
- PKA-R1A act: -18
37. CCc1nnc(NS(=O)(=O)c2ccc(NC(=O)c3ccc(C#N)cc3)cc2)s1
- PKA-R2B act: 11
- Pemphigus Ab inh: 114
- HTR5A ag: 5
- OPRM1-OPRD1 inv: -6
- OPRM1-OPRD1 ag: 1.1
- V-ATPase pHluor: -6
- HTR5A inv ag: -15
- DAGLB inh: 2
- Arrestin-AP2 inh: -5
- PKA-R1A act: -3
38. C/C(=N\O)C(=O)NCCN(C)C
- PKA-R2B act: -7
- Pemphigus Ab inh: /
- HTR5A ag: 8
- OPRM1-OPRD1 inv: 14
- OPRM1-OPRD1 ag: -2.5
- V-ATPase pHluor: -3
- HTR5A inv ag: -26
- DAGLB inh: -1
- Arrestin-AP2 inh: -17
- PKA-R1A act: 8
39. Cc1cc(Sc2nc(N)ncc2[N+](=O)[O-])ncn1
- PKA-R2B act: -5
- Pemphigus Ab inh: 95
- HTR5A ag: -1
- OPRM1-OPRD1 inv: -8
- OPRM1-OPRD1 ag: 1.1
- V-ATPase pHluor: 0
- HTR5A inv ag: 2
- DAGLB inh: -2
- Arrestin-AP2 inh: 9
- PKA-R1A act: -4

# High-throughput results: PubChem BioAssay, several laboratories
